# CCR6 antagonist: CCR6 (human) receptor antagonism. P51684. CHO-K1 CCR6 PathHunter beta-arrestin, luminescence, CCL20-stimulated. inhibition, % at 20 µM. 0.49% of 340,000 active. AID 493098;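 active means compounds whose inhibition of the agonist-driven luminescence signal at 20 µM reaches about 50%, limit read from the data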;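 further: cells stimulated with CCL20 at 14 nM final; plate controls were DMSO with CCL20 for no effect and DMSO without agonist for full effect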
# UBC13 polyUb: blocks human UBC13 polyubiquitin chain formation | P61088 | TR-FRET | inhibition, % at 20 µM | 0.47% of 330,000 active; in the data active means inhibition above about 45%, passing the limit was not always enough
# SENP8 inh: SENP8 protease inhibition. purified SENP8, Z-RLRGG-aminoluciferin cleavage, luminescence. inhibition, % at 10 µM. 1.2% of 330,000 active
# Gli-Sufu antag: blocks Gli-Sufu signaling in a luciferase reporter; Sufu-KO-LIGHT fibroblasts, Gli luciferase reporter luminescence; inhibition, % at 5 µM; 0.74% of 340,000 active; AID 588413;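 active means inhibition above about 55%, limit read from the data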;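 further: 0% = DMSO-treated cells and 100% = wells with medium but no cells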
# EBI2 antag: antagonists of human EBI2 receptor. P32249. EBI2 beta-arrestin recruitment, luminescence, 7a,25-OHC stimulated. inhibition, % at 5 µM. AID 651636. 0.81% of 360,000 active; in the data active means inhibition above about 38%;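 further: enzyme fragment complementation signal reports receptor beta-arrestin coupling in cells; 0% = agonist plus DMSO wells and 100% = wells without agonist; some results beyond the cut were filed as inactive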
# 697 NFkB inh: lowers PMA/ionomycin-induced NF-kB signal in 697 B cells. 697 B-cell NF-kB luciferase reporter, 16 h. inhibition, % at 4 µM. 0.33% of 330,000 active. AID 435022; in the data active means inhibition above about 35%
# Jurkat NFkB inh: lowers PMA/ionomycin-induced NF-kB signal in Jurkat cells; 0.53% of 330,000 active; inhibition, % at 4 µM; AID 435003; PMA/ionomycin-induced NF-kB luciferase reporter, luminescence
# Apaf1 inhib: human Apaf-1 inhibition; O14727; 0.71% of 330,000 active; reconstituted apoptosome caspase-3 activity, DEVD-Rh110 fluorescence; AID 489030; inhibition, % at 20 µM; active means inhibition of at least 40% at 20 µM;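 further: plate controls were DMSO wells for no effect and DEVD-CHO caspase inhibitor wells for full effect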
# Target sequence (O14727 whole entry, looked up): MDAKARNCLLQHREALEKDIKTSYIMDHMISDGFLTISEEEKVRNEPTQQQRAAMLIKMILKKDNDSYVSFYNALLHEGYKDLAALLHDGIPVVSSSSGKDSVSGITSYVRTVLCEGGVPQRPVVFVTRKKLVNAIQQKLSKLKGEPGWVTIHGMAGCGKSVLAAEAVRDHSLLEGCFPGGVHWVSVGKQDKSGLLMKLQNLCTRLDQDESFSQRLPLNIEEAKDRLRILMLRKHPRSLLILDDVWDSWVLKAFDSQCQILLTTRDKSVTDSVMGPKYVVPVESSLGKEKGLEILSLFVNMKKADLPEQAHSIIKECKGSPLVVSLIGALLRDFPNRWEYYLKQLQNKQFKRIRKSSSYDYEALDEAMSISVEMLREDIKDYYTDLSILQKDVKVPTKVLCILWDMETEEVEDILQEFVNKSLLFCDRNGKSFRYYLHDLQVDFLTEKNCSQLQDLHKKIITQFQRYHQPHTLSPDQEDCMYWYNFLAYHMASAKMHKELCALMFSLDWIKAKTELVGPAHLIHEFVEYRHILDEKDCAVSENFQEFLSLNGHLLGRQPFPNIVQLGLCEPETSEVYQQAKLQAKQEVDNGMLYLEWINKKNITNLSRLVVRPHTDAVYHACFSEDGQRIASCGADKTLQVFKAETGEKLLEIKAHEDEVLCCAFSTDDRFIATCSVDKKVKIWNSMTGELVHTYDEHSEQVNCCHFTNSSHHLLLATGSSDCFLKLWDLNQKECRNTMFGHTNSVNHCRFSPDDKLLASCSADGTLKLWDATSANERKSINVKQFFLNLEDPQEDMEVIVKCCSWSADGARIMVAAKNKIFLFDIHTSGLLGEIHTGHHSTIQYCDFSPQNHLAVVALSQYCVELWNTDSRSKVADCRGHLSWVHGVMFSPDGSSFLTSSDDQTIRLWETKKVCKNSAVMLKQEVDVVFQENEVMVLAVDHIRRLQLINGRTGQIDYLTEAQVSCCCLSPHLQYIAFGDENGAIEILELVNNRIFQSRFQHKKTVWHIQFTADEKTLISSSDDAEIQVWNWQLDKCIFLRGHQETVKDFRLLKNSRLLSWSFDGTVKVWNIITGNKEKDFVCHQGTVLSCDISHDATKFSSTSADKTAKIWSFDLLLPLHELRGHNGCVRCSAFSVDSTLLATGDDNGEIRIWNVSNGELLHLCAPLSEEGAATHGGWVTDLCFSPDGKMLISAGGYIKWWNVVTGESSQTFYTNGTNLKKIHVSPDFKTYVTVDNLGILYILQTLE
#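 Assay system: Apoptosome proteins | Medium: pH 7.5 Hepes buffer with CHAPS, BSA, DTT | Also added: Cytochrome c and DEVD-Rh110 substrate | Times: 30 min plus 50 min, RT | Detection: Rhodamine 110 fluorescence at Ex 480/Em 540 nm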
# * = called active by the depositor; . = not tested or not shown. Unless noted, no stated cut-off is given here; in the data, active means inhibition above about 50%; inactive means the rest.
# Each structure is followed by: CCR6 antagonist, UBC13 polyUb, SENP8 inh, Gli-Sufu antag, EBI2 antag, 697 NFkB inh, Jurkat NFkB inh, Apaf1 inhib
1: O=C(NC1CCCC1)c1c[nH]c2ccc(F)cc2c1=O
    1, 2, 2, 22, 7, 0, -2, 4
2: COc1cc(C=O)ccc1OCc1cccc(Br)c1
    2, -4, -3, -34, -11, -20, -107, 12
3: Cc1cc(C)cc(-n2ncc3c2CCCC3NC(=O)CCN2CCCC2=O)c1 (stereo unspecified)
    1, 3, -4, -3, 0, 10, 7, 2
4: Cc1ccc(-n2cc(-c3ccccc3)[nH]c2=O)cc1F
    7, -4, -1, -73, -3, -111, -87, 5
5: Cc1nc(C(F)(F)F)c(C(=O)N=CN(C)C)s1
    0, -2, 1, -3, -7, -23, -12, -4
6: O=S(=O)(c1ccccc1)N(Cc1nc(-c2ccccc2)no1)C1CCCCC1
    18, -2, -7, 32, 9, -17, -1, 13
7: CCOC(=O)c1ccccc1NC(=O)Cc1ccc(S(=O)(=O)N2CCCC2)s1
    11, 14, 14, 0, 1, 0, 1, -1
8: Cc1ccc(S(=O)(=O)CCC(=O)OC(C)C(=O)c2c(C)[nH]c3ccccc23)cc1 (stereo unspecified)
    -7, -8, -16, 4, -7, 25, -8, 13
9: COc1ccc(CCn2cnc(=O)c(C#N)c2C)cc1OC
    10, 4, 8, -1, 2, 17, 5, -10
10: CC(C)(C)C(C(=O)O)N1CCS(=O)(=O)CC1 (stereo unspecified)
    10, -1, -1, 3, -12, 13, 9, -2
11: COc1ccccc1OCC(O)Cn1c(=N)n(CCN2CCCCC2)c2ccccc21 (stereo unspecified)
    6, 9, -3, 36, -4, -27, 8, -2
12: CCNS(=O)(=O)c1ccc(CCC(=O)NCc2ccc(C)cc2)cc1
    0, 5, 4, 2, 14, 12, 12, -5
13: CCOC(=O)c1c(S(=O)(=O)NCC(=O)NCc2ccccc2Cl)c(C)n(C)c1C
    21, -5, -9, -3, 0, -11, 7, 2
14: CC(=O)C1=C(C)NC(C)=C(C(C)=O)C1c1ccccc1
    2, 4, 11, 1, 0, 6, 4, -6
15: O=C(N/N=C/c1cccc(OC(=O)N2CCOCC2)c1)c1cccs1
    10, -6, 16, -10, -5, -26, -13, 2
16: Cn1cc([N+](=O)[O-])c(C(=O)NC2CCCC2)n1
    -5, 5, 4, -2, -11, 15, 10, 3
17: CSc1ccccc1-n1nnnc1SCC(=O)Nc1ccccc1C
    24, -2, -4, -6, -3, 14, -8, -6
18: Fc1ccc(/C=C\c2nccc3c2[nH]c2ccccc23)cc1
    0, -3, -18, -16, 49*, -18, -35, 6
19: CC(Oc1cccc(Cl)c1)C(=O)Nc1cc(S(=O)(=O)N2CCCCC2)ccc1N1CCOCC1 (stereo unspecified)
    10, -5, 1, 8, -2, 26, 11, 16
20: CC(C)CC(NS(=O)(=O)c1ccc2c(c1)oc(=O)n2C)C(=O)NCc1cccnc1 (stereo unspecified)
    7, -4, 8, 9, -10, 6, -6, 0
21: CCOC(=O)CSc1nnc(-c2cccc(Br)c2)o1
    2, -4, -8, -1, 7, 15, 12, 5
22: COC(=O)CN1CCN(C(c2ccccc2)c2ccccc2)CC1
    8, 4, -6, 2, -6, 7, -4, -5
23: CCOc1cc(C)c(Cl)cc1S(=O)(=O)NCc1ccco1
    13, 1, 0, 2, -4, 8, 6, -10
24: C=C(C)COc1ccc(-c2n[nH]c(C)c2-c2ccc(Br)cc2)c(O)c1
    0, 2, -15, -4, 21, -19, 50*, 23
25: COc1ccc(C(=O)n2nc(-c3ccc(OC)cc3)nc2N)cc1
    -8, 15, -10, -5, -7, 20, -2, 2
26: CCCSc1ccc([C@H]2N[C@@](C)(C(=O)OC)[C@H]3C(=O)N(CC)C(=O)[C@@H]23)cc1
    1, -8, -3, 8, -10, 10, 14, 4
27: Cc1cc(Cn2nc(-c3ccccc3)cc2C(=O)NCc2cccc(C(F)(F)F)c2)on1
    -4, -8, 1, 31, 10, 11, -3, 6
28: Cc1cc(C(=O)CSc2ccc3c(c2)OCCO3)c(C)n1C1CC1
    9, -9, -16, -75, 2, -68, -40, 18
29: Cc1cc(C)c(OCCN2CCCC2)c(Cl)c1
    14, 1, 4, 12, -11, -2, -3, -1
30: CCOC(=O)CSc1nc(N)nc(C)c1Cl
    -14, 5, 2, -3, 1, 13, -12, -1
31: CCCCC(=O)Nc1ccc(C(=O)NNC(=O)CCCOc2ccc(Cl)cc2Cl)cc1
    5, -1, 2, -1, -13, 9, 1, 3
32: Cc1ccc(NC(=O)C(C)c2ccc(-c3ccccc3)c(F)c2)c(C)c1 (stereo unspecified)
    -3, 8, -4, 4, 7, 14, 14, 4
33: CC1CN(c2sc(S(C)(=O)=O)nc2S(=O)(=O)c2ccc(Cl)cc2)CC(C)O1 (stereo unspecified)
    9, 0, -15, 13, 4, -23, 5, 5
34: CC(NC(=O)NC12CC3CC(CC(C3)C1)C2)C1CCCO1 (stereo unspecified)
    -2, -6, -13, 26, -2, 1, -18, -10
35: CCOc1ncccc1C(=O)N1CCN(S(=O)(=O)c2ccccc2)CC1
    16, 2, 8, 5, -6, 23, 4, -20
36: Cc1nn(-c2ccccc2)c(Cl)c1/C=N/NC(=O)c1ccco1
    -5, -4, -11, -77, -26, -92, -68, -3
37: CC(=O)Nc1ccccc1O
    3, 6, 4, 13, -5, -4, 13, -12
38: CCc1cc2c(C)ccc(C)c2nc1SCC(=O)Nc1c[nH]c(=O)[nH]c1=O
    2, -9, 8, -1, 1, 20, -7, -3
39: O=C(NC(=S)N1CCCC1)c1ccccc1Cl
    4, 5, 1, 31, -9, 5, 0, -17
40: COc1ccc(/C(O)=C2/C(=O)C(=O)N(CCN(C)C)C2c2cccnc2)cc1OC (stereo unspecified)
    4, -5, 2, -10, 0, -13, -12, 6
41: O/N=C(/CCc1ccccc1)C1(O)CCCCC1
    10, -2, -11, 3, -10, 6, -5, -10
42: COc1ccc(CCNC(=O)Cn2cc(C(F)(F)F)cc(Cl)c2=O)cc1
    -2, -1, 1, -23, -2, 0, -15, 2
43: C/C(=N\NC(=O)CC#N)c1cc2ccc(O)cc2oc1=O
    6, -16, -1, 7, -2, 19, -3, -3
44: CC(C)(C)n1nc(Cc2cccc3ccccc23)c(C#N)c1N
    9, 11, -8, 2, 6, -2, -10, 3
45: O=C(CN1CCN(c2ccc(F)cc2)CC1)N1CCC(Cc2ccccc2)CC1
    -3, 5, 8, -1, 4, 6, -12, 17
46: CCNC(=O)C1Cc2cc(S(=O)(=O)N3CCCC3)ccc2N1C(C)=O (stereo unspecified)
    9, -3, 6, -13, -10, 9, 9, -9
47: CC(C)c1ccc(S(=O)(=O)N2CCN(CC(=O)c3ccc(O)c(O)c3)CC2)cc1
    ., -3, 0, ., -5, -66, 5, 19
48: O=C(NCCN1CCOCC1)c1ccc2c(c1)N(Cc1cccc(F)c1)C(=O)c1ccccc1S2
    5, 22, -4, 8, 0, 11, -7, 2
49: CC(C(=O)NC1CCCCC1)N(Cc1ccc(F)cc1)C(=O)c1snc(C(N)=O)c1N (stereo unspecified)
    16, 8, -1, -15, 10, 8, 1, 2
50: c1ccc2c(c1)OCCOCCOCCOCCOc1ccccc1OCCOCCOCCO2
    15, -2, 3, 24, 4, 4, 5, 5
51: CCn1c(SCC(=O)NCc2ccco2)nnc1-c1ccncc1
    ., -1, -4, ., ., 5, 16, -6
52: COC(=O)C1CCN(C(=O)COC(=O)CC(NC(N)=O)c2ccc(Cl)cc2)CC1 (stereo unspecified)
    -13, 4, 2, 11, -4, 22, -11, 0
53: O=C(CCC(=O)N1CCN(Cc2ccc(F)cc2)CC1)Nc1nnc(C(F)(F)F)s1
    7, -7, -4, 0, 5, -7, -1, 5
54: O=C(CNC1CCCCC1)Nc1ccc([N+](=O)[O-])cc1C(=O)Nc1ccccc1F
    21, 14, 2, 10, 10, 15, -1, 9
55: Cc1ccc(CSCC(=O)NCc2cccs2)cc1
    4, -14, -12, 7, -7, -6, -21, 16
56: CC(C)c1ccc(N(C(=O)c2csnn2)C(C(=O)NC(C)(C)C)c2cccnc2)cc1 (stereo unspecified)
    3, 8, 2, 4, -8, 12, 0, -6
57: CC1(c2ccc3ccccc3c2)NC(=O)N(CC(=O)N2CCCC(C(F)(F)F)C2)C1=O (stereo unspecified)
    2, -1, -13, 5, -10, -17, -13, 14
58: CCc1c(C)sc(NC(=O)C2CCCCC2C(=O)O)c1C(N)=O (stereo unspecified)
    -1, 2, 12, 3, -2, 21, 9, 1
59: CNc1ncc(C(=O)c2ccc(-c3ccccc3)cc2)s1
    5, -2, 16, -54, 1, -350, -120, 10
60: COC(=O)[C@@H]1C[C@@]2(O)[C@@H](O)[C@@H](O)[C@@H](O)C[C@H]2N1C/C=C/c1ccccc1
    2, -8, -3, 0, -5, 2, 21, -4

# More entries
# Each structure is followed by: CCR6 antagonist, UBC13 polyUb, SENP8 inh, Gli-Sufu antag, EBI2 antag, 697 NFkB inh, Jurkat NFkB inh, Apaf1 inhib
61: COc1ccc(N2CCN(C(=O)CCNC(=O)c3ccc(C(C)(C)C)cc3)CC2)cc1
    9, -1, -6, 1, 7, 6, 3, 9
62: COC(=O)c1ccc(NC(=O)c2cccc(Cl)c2)o1
    -8, 5, 5, 4, -9, 18, -8, -6
63: O=C1c2ccccc2C(=O)N1CCSC(=S)N1CCOCC1
    2, 2, -10, -56, 11, -62, 5, -22
64: Nc1n[nH]c2cc(=O)n(-c3ccc(Cl)cc3)nc12
    9, -20, -4, -2, 4, 12, 1, -18
65: CC(NC(=O)COc1ccccc1-c1ccccc1)c1ccccc1 (stereo unspecified)
    8, -7, -6, 0, 0, -6, -6, 23

# Random excerpt: three entries already listed.
# Each structure is followed by: CCR6 antagonist, UBC13 polyUb, SENP8 inh, Gli-Sufu antag, EBI2 antag, 697 NFkB inh, Jurkat NFkB inh, Apaf1 inhib
61: COc1ccc(N2CCN(C(=O)CCNC(=O)c3ccc(C(C)(C)C)cc3)CC2)cc1
    9, -1, -6, 1, 7, 6, 3, 9
65: CC(NC(=O)COc1ccccc1-c1ccccc1)c1ccccc1 (stereo unspecified)
    8, -7, -6, 0, 0, -6, -6, 23
63: O=C1c2ccccc2C(=O)N1CCSC(=S)N1CCOCC1
    2, 2, -10, -56, 11, -62, 5, -22

# An excerpt from above, showing only EBI2 antag.
no.	canonical_smiles	EBI2 antag
27	Cc1cc(Cn2nc(-c3ccccc3)cc2C(=O)NCc2cccc(C(F)(F)F)c2)on1	10
38	CCc1cc2c(C)ccc(C)c2nc1SCC(=O)Nc1c[nH]c(=O)[nH]c1=O	1

# Compounds 57 through 62 from above:
# Each structure is followed by: CCR6 antagonist, UBC13 polyUb, SENP8 inh, Gli-Sufu antag, EBI2 antag, 697 NFkB inh, Jurkat NFkB inh, Apaf1 inhib
57: CC1(c2ccc3ccccc3c2)NC(=O)N(CC(=O)N2CCCC(C(F)(F)F)C2)C1=O (stereo unspecified)
    2, -1, -13, 5, -10, -17, -13, 14
58: CCc1c(C)sc(NC(=O)C2CCCCC2C(=O)O)c1C(N)=O (stereo unspecified)
    -1, 2, 12, 3, -2, 21, 9, 1
59: CNc1ncc(C(=O)c2ccc(-c3ccccc3)cc2)s1
    5, -2, 16, -54, 1, -350, -120, 10
60: COC(=O)[C@@H]1C[C@@]2(O)[C@@H](O)[C@@H](O)[C@@H](O)C[C@H]2N1C/C=C/c1ccccc1
    2, -8, -3, 0, -5, 2, 21, -4
61: COc1ccc(N2CCN(C(=O)CCNC(=O)c3ccc(C(C)(C)C)cc3)CC2)cc1
    9, -1, -6, 1, 7, 6, 3, 9
62: COC(=O)c1ccc(NC(=O)c2cccc(Cl)c2)o1
    -8, 5, 5, 4, -9, 18, -8, -6

# Compound activity from PubChem BioAssay.

# Only part of the results is shown (hit frequency here may not be typical).
